Calpain2 inh: inhibitors of pig calpain II, primary screen, biochemical, fluorogenic peptide substrate, 1536-well. purified calpain II, 30 min. inhibition, % at 16 µM. 220,000 tested, 0.37% active;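 active = inhibition above about 50%, limit read from the data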
PERK inh: block of dimerizer-induced PERK translation repression, primary screen, PERK inhibitor project, CHO PERK-DD cells, SEAP luminescence, HTS. AID 1416, 2008. 220,000 tested, 0.17% active. Eukaryotic translation initiation factor 2-alpha kinase 3 (Homo sapiens), Q9NZJ5. inhibition, % at 5.6 µM. CHO PERK-DD fusion, SEAP luminescence translation reporter;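 active = inhibition above the mean inhibition of all tested compounds plus 3 SD, set separately per screening campaign, cut at about 2.9% in these data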;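 note: PERK kinase domain activated by AP20187 dimerizer at 100 nM; 0% = DMSO with dimerizer and 100% = rapamycin at 8.4 µM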
Rad51 HR inh: human RAD51 strand exchange inhibitors, primary screen, biochemical, fluorescence; DNA repair protein RAD51 homolog 1 (Homo sapiens), Q06609; hRad51 DNA strand exchange, fluorescence dequenching; inhibition, % at 10 µM; 200,000 tested, 0.085% active;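 active = inhibition above 40% at the single screening dose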;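 note: 0% = DMSO control wells and 100% = blanks with heterologous ssDNA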
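Material: hRad51 filaments on single-stranded DNA; Reagent: Donor/quencher-labelled 47-bp dsDNA substrate; Compound: 10 µM final, single point; Schedule: 37 °C 15-min filament assembly, 30-min compound preincubation, 15-min exchange; Technique: FRET fluorescence, excitation 485 nm, emission 520 nm; Benchmarks: control wells and blank wells on each plate.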
TNF necrop inh: inhibitors of TNF-alpha triggered necroptosis, primary screen, cell-based, Jurkat FADD-/-, single concentration. Jurkat FADD-/- TNF necroptosis rescue, ATP luminescence, 24 h; 0 = TNF only, 100 = no-TNF cells. activation (protection from cell death), % at 10 µM. 220,000 tested, 0.068% active. AID 463075, 2010;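 active = activation, meaning protection from cell death, of at least 50% relative to plate controls; inactive = activation below 50%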;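 note: necroptosis triggered by 40 ng/mL TNF-alpha added together with compound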
Cl transport mod: KCC2 cotransporter modulators, thallium flux, primary screen, cell-based, HEK293 KCC2, FluoZin-2 fluorescence, MLSMR; AID 1456, 2008; B-score of Tl+ flux slope (higher = more flux/activation; lower = inhibition) at 10 µM; 190,000 tested, 2.2% active; KCC2 cells, thallium flux FluoZin-2 fluorescence;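 active = thallium flux slope and its plate-corrected score both differing from the plate sample mean at a set confidence after two filtering rounds, in either direction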;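 note: slope of fluorescence scaled to starting intensity during 10 to 20 s after thallium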
Mdm2 ligase inh: MDM2-luciferase reporter signal enhancers, primary screen, MDM2 E3 ligase inhibitor project, cell-based, luminescence, 1536-well. 210,000 tested, 0.11% active. signal enhancement, % at 5 µM. E3 ubiquitin-protein ligase Mdm2 (Homo sapiens), Q00987. AID 1230, 2008. cell-based MDM2 ubiquitination luciferase reporter, 2 h; 0 = plate control, 100 = twice control, blank-subtracted;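 active = signal enhancement of 30% or more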;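 note: luminescence tracks abundance of the self-degrading MDM2-luciferase fusion protein; higher signal means inhibition of MDM2 E3 ligase activity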
Target sequence (Q00987 whole entry, looked up, the tested form may be a part): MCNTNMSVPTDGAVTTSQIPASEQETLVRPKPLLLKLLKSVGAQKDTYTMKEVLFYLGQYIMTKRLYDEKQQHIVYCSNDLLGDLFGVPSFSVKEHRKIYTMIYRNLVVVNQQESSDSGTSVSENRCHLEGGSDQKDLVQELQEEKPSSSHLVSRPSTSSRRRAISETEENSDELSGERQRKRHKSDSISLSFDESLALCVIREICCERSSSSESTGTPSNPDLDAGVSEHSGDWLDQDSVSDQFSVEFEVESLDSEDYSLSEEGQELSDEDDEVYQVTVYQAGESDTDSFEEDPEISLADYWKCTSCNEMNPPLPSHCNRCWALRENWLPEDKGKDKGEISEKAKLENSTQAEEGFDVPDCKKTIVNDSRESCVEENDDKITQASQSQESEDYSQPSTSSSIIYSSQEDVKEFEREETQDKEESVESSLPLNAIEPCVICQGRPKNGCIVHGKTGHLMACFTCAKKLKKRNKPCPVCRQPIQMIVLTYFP
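Material: stable MDM2–luciferase fusion reporter cells / Quantity: 2000 cells/well / Dosing: single 5 µM compound dose, 0.2% final DMSO / Buffer or medium: DMEM / Schedule: 4 h cell settling then 2 h compound exposure, 37 °C / Detection: luminescence with SteadyLite reagent, 15 min at room temperature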
EBV gp42 block: Epstein-Barr virus gp42 inhibitors, primary screen, biochemical, uHTS, fluorescence polarization; Glycoprotein 42 (Epstein-Barr virus (strain AG876)), Q1HVG2; 220,000 tested, 0.42% active; Fluorescence polarization binding assay, mP read-out; inhibition, % (tested at 21.74 µM); AID 1085, 2008; in the data active = inhibition above about 50%
Target sequence (Q1HVG2 whole entry, looked up): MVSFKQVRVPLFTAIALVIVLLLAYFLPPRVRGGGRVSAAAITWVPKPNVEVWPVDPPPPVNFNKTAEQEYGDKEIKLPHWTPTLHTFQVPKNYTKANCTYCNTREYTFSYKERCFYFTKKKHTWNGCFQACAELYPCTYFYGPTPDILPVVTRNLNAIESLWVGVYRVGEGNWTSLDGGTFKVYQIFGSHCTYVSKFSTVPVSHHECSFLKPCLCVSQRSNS
eIF4E-4G inh: eIF4E–eIF4G protein interaction inhibitors, primary screen, biochemical, uHTS, TR-FRET, eIF4GI fragment; TR-FRET eIF4E-eIF4GI(517-606) binding, 2 h; inhibition, % at 21.7 µM; Eukaryotic translation initiation factor 4E (Mus musculus) + Eukaryotic translation …; 220,000 tested, 0.37% active; AID 782, 2007;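 active = inhibition above about 30%, limit read from the data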;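 note: 0% = full FRET control wells and 100% = background wells lacking eIF4GI fragment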
zVAD death inh: inhibitors of zVAD-triggered necroptosis, primary screen, L929 cells; L929 zVAD necroptosis rescue, ATP luminescence, 24 h; with zVAD 60 µM; viability rescue, % at 10 µM; 220,000 tested, 0.38% active;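 active = activation, scaled between plate controls, above about 75%, limit read from the data; inactive = activation under that limit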;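 note: 0% = zVAD with DMSO and 100% = DMSO alone without zVAD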
The depositor's hits bear a star; [ ] = remark or other dose.

CCOC(=O)c1cnc(-c2ccccc2)nc1Oc1ccc(OC)cc1 was read as Calpain2 inh -15, PERK inh 1.9, Rad51 HR inh -47, TNF necrop inh 1.0, Cl transport mod 0.47, Mdm2 ligase inh 1, EBV gp42 block 20, eIF4E-4G inh 1 and zVAD death inh 0.4.
Screening CC1CCCCC1NC(=S)Nc1ccc(Cl)cc1Cl (centres undefined) returned Calpain2 inh 35, PERK inh 1.6, Rad51 HR inh 41*, TNF necrop inh -1.6, Cl transport mod 1.6, Mdm2 ligase inh -30, EBV gp42 block -3, eIF4E-4G inh 2 and zVAD death inh -0.3.
O=C(CSc1ccsc1[N+](=O)[O-])NCc1ccco1 was read as Calpain2 inh -17, PERK inh 0.2, Rad51 HR inh -9, TNF necrop inh 0.9, Cl transport mod 0.028, Mdm2 ligase inh 7, EBV gp42 block -5, eIF4E-4G inh 6 and zVAD death inh 4.0.
Screening CCN1CCCC1CNC(=O)CCc1nnc(CCC2CCCCC2)o1 (centres undefined) returned Calpain2 inh 7, PERK inh -0.9, TNF necrop inh 1.7, Cl transport mod 1.2, Mdm2 ligase inh -3, EBV gp42 block 4, eIF4E-4G inh -2 and zVAD death inh -0.8.
For CC1Cn2c(nnc2-c2cccs2)S1 (centres undefined) the results were PERK inh 0.8, Rad51 HR inh -2, TNF necrop inh -0.9 and zVAD death inh -0.2.
Screening COCCn1c(=O)[nH]c2cc(C(=O)NCCN3CCN(c4ccc(OC)cc4)CC3)ccc2c1=O returned Calpain2 inh 7, PERK inh -0.5, Rad51 HR inh 3, TNF necrop inh -1.1, Cl transport mod -0.79, Mdm2 ligase inh -6, EBV gp42 block 3, eIF4E-4G inh -4 and zVAD death inh 0.1.
Screening O=C(NC1CCN(C(=O)Nc2cccc(F)c2)CC1)C1CCCCC1 returned Calpain2 inh -2, PERK inh 2.2, Rad51 HR inh -5, TNF necrop inh -1.9, Cl transport mod -1.2, Mdm2 ligase inh -4, EBV gp42 block -13, eIF4E-4G inh -4 and zVAD death inh 0.1.
COc1ccccc1/C=C/C(=O)OCCN1CCOCC1 was read as Calpain2 inh -51, PERK inh 0.6, Rad51 HR inh 1, TNF necrop inh 2.4, Cl transport mod 0.023, EBV gp42 block -4, eIF4E-4G inh -2 and zVAD death inh 0.6.
Screening CCC(CC)C(=O)c1c[nH]c(C(=O)NCCOC)c1 returned Calpain2 inh -25, PERK inh 0.1, Rad51 HR inh 19, TNF necrop inh -0.4, Cl transport mod 0.28, Mdm2 ligase inh -6, EBV gp42 block 3, eIF4E-4G inh -3 and zVAD death inh 0.1.
`COC(=O)CN1C(=O)C(O)(CC(=O)c2ccc(C)o2)c2ccccc21` (centres undefined) gave Calpain2 inh -4, PERK inh -0.3, Rad51 HR inh 0, TNF necrop inh -0.8, Cl transport mod 0.93, Mdm2 ligase inh 2, EBV gp42 block -17, eIF4E-4G inh 1 and zVAD death inh -0.9.
For CCC(CC)C(=O)Nc1nnc(SCC(=O)NC(C)(C)C)s1 the results were Calpain2 inh -10, PERK inh 0.2, Rad51 HR inh -1, TNF necrop inh 1.2, Cl transport mod 1.4, Mdm2 ligase inh -7, EBV gp42 block -12, eIF4E-4G inh -5 and zVAD death inh 2.6.
`CC(=O)NC12CC3CC(C1)CC(C(=O)OCC(=O)c1ccc4c(c1)OCCO4)(C3)C2` gave Calpain2 inh 26, PERK inh -0.2, Rad51 HR inh 0, TNF necrop inh -4.5, Mdm2 ligase inh -5, EBV gp42 block -90, eIF4E-4G inh -4[fluorescence artefact?] and zVAD death inh 0.1.
Screening CCOC(=O)c1sc(NC(=O)CSc2nnnn2-c2ccc(C)c(C)c2)nc1C returned Calpain2 inh -41, PERK inh 1.4, Rad51 HR inh -13, TNF necrop inh 0.9, Cl transport mod 1.2, Mdm2 ligase inh 0, EBV gp42 block -21, eIF4E-4G inh -14 and zVAD death inh 0.0.
`Cc1csc(SCC(=O)Nc2nc3ccccc3s2)n1` gave Calpain2 inh -10, PERK inh -0.8, Rad51 HR inh -3, TNF necrop inh 4.4, Cl transport mod -0.19, Mdm2 ligase inh -10, EBV gp42 block -13, eIF4E-4G inh -2 and zVAD death inh -0.2.
`O=C(Nc1nnc(C2=COCCO2)o1)c1ccc(S(=O)(=O)N2CCCCC2)cc1` gave Calpain2 inh -14, PERK inh 0.3, Rad51 HR inh 7, TNF necrop inh 0.9, Cl transport mod -0.12, Mdm2 ligase inh -11, EBV gp42 block -4, eIF4E-4G inh 0 and zVAD death inh 2.6.
Cc1ccnc(SCc2cc(=O)c(OC(=O)c3ccc(Br)o3)co2)n1 was read as Calpain2 inh 9, PERK inh 1.0, Rad51 HR inh -4, TNF necrop inh -0.8, Cl transport mod -1.4, Mdm2 ligase inh -15, EBV gp42 block 6, eIF4E-4G inh -3 and zVAD death inh -0.8.
Screening O=C1CN(C(=O)COC(=O)C2=COCCO2)c2ccccc2N1 returned Calpain2 inh 3, PERK inh -1.1, Rad51 HR inh 5, TNF necrop inh -0.6, Mdm2 ligase inh -14, EBV gp42 block 11, eIF4E-4G inh 3 and zVAD death inh 1.1.
`Cc1cc(/C=C\c2ccccc2)nc2ccccc12` gave Calpain2 inh 28, PERK inh 0.1, Rad51 HR inh -1, TNF necrop inh 0.7, Cl transport mod 1.4, Mdm2 ligase inh -95, EBV gp42 block -44, eIF4E-4G inh 1 and zVAD death inh 1.1.
`O=C(c1ccc(F)cc1)c1cn(Cc2ccc(F)cc2)c2cc3c(cc2c1=O)OCCO3` gave Calpain2 inh -17, PERK inh 0.2, TNF necrop inh 2.1, Cl transport mod -0.85, EBV gp42 block -4 and eIF4E-4G inh -2.
For Cc1ccc(-c2noc(CCCOc3ccc(Cl)cc3Cl)n2)cc1 the results were Calpain2 inh -17, PERK inh 1.8, Rad51 HR inh 0, TNF necrop inh -0.1, Mdm2 ligase inh -4, EBV gp42 block -4, eIF4E-4G inh -1 and zVAD death inh 0.4.
For NC(=O)N1CCc2ccccc21 the results were Calpain2 inh -20, PERK inh 1.2, TNF necrop inh 0.2, Cl transport mod 0.8, Mdm2 ligase inh -9, EBV gp42 block 7, eIF4E-4G inh 1 and zVAD death inh 0.3.
Screening COC(=O)c1cc(NC(=O)/C=C/c2ccccc2)ccc1O returned Calpain2 inh -6, PERK inh -0.2, Rad51 HR inh 2, TNF necrop inh 0.3, Cl transport mod -1.2, Mdm2 ligase inh -3, EBV gp42 block -7, eIF4E-4G inh -1 and zVAD death inh 9.2.
Screening CC1CCCN(S(=O)(=O)c2ccc3c(c2)CCN3C(=O)C2CCC2)C1 (centres undefined) returned Calpain2 inh -13, PERK inh -0.3, Rad51 HR inh -5, TNF necrop inh 2.5, Cl transport mod 0.44, Mdm2 ligase inh -3, EBV gp42 block -9, eIF4E-4G inh -6[fluorescence artefact?] and zVAD death inh 2.1.
Screening O=C(CCl)Nc1cc(S(=O)(=O)N2CCOCC2)ccc1N1CCOCC1 returned Calpain2 inh 5, PERK inh 1.2, Rad51 HR inh 3, TNF necrop inh 2.7, Cl transport mod 0.21, Mdm2 ligase inh -4, EBV gp42 block -19, eIF4E-4G inh 0 and zVAD death inh 1.8.
For NNC(=S)NCCc1ccccc1 the results were Calpain2 inh 7, PERK inh 0.5, Rad51 HR inh -28, TNF necrop inh 0.1, Cl transport mod -0.78, Mdm2 ligase inh -3, EBV gp42 block -9, eIF4E-4G inh -5 and zVAD death inh 1.3.
CC(C)c1ccc(CN2CCN(C(=O)CCl)CC2)cc1 was read as Calpain2 inh inactive, PERK inh 0.6, Rad51 HR inh -7, TNF necrop inh -13, Cl transport mod 0.95, Mdm2 ligase inh -18, EBV gp42 block -3, eIF4E-4G inh 0 and zVAD death inh -3.0.
For CCOC(=O)N1CCN(C(=O)COc2ccc(Cl)c(C)c2)CC1 the results were Calpain2 inh -2, PERK inh 0.8, Rad51 HR inh -7, TNF necrop inh 1.5, Cl transport mod 0.6, Mdm2 ligase inh 9, EBV gp42 block -3, eIF4E-4G inh -1 and zVAD death inh 0.0.
`CC1(C)Cc2nc3sc4c(SCC(=O)O)ncnc4c3cc2CO1` gave Calpain2 inh -13, PERK inh 1.5, Rad51 HR inh 2, TNF necrop inh 0.4, Cl transport mod 1.4, Mdm2 ligase inh -51, EBV gp42 block 29, eIF4E-4G inh -2 and zVAD death inh -0.2.
`CC(=O)NC1C2CN3CCN(C2)CC1(Cc1ccccc1)C3` (centres undefined) gave Calpain2 inh -15, PERK inh 0.6, TNF necrop inh 5.1, Cl transport mod -1, Mdm2 ligase inh -5, EBV gp42 block -17 and eIF4E-4G inh 4.
Screening CC(=O)Nc1ccc(NCC(O)COc2ccccc2)cc1 (centres undefined) returned Calpain2 inh 19, PERK inh -0.6, Rad51 HR inh -4, TNF necrop inh -0.6, Cl transport mod 0.13, Mdm2 ligase inh -8, EBV gp42 block -6, eIF4E-4G inh 10 and zVAD death inh -0.4.
Screening Cc1ccc(C2C=C(c3ccc4c(c3)OCO4)Nc3ncnn32)cc1 (centres undefined) returned Calpain2 inh -226, PERK inh 0.4, TNF necrop inh -0.6, Mdm2 ligase inh -19, EBV gp42 block 13, eIF4E-4G inh 16 and zVAD death inh 1.3.

Not a retest: 2 of the compounds above.
CCOC(=O)c1cnc(-c2ccccc2)nc1Oc1ccc(OC)cc1 was read as Calpain2 inh -15, PERK inh 1.9, Rad51 HR inh -47, TNF necrop inh 1.0, Cl transport mod 0.47, Mdm2 ligase inh 1, EBV gp42 block 20, eIF4E-4G inh 1 and zVAD death inh 0.4.
Screening CC1CCCCC1NC(=S)Nc1ccc(Cl)cc1Cl (centres undefined) returned Calpain2 inh 35, PERK inh 1.6, Rad51 HR inh 41*, TNF necrop inh -1.6, Cl transport mod 1.6, Mdm2 ligase inh -30, EBV gp42 block -3, eIF4E-4G inh 2 and zVAD death inh -0.3.

High-throughput results: PubChem BioAssay, several laboratories
